Bioassay records as filed in PubChem BioAssay.
PTAP TSG101 blk: blocks PTAP/TSG101 interaction to inhibit HIV-1 budding. Q99816. 340,000 tested, under 10 active. Potency, µM (highest dose often 115 µM), without a hit: at the top dose activity change, negative = inhibition, most hits filed as inhibitors. AID 493005. Fluorescence polarization, FITC-PTAP peptide / Tsg101 binding; active = well fitted inhibition curve with a large enough effect in the main read-out, with a control signal flat, not every such curve was filed as active; inconclusive = small, poorly fitted or top-dose-only effect, or effect the other way, or a change in a side signal; inactive = no such curve, though single readings can be large or run the other way; note: potency is the fitted concentration of half-maximal effect; % of control where 0% means no effect
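Steps: Tsg101 binding domain dispensed (10 uM final), compounds pinned in DMSO, FITC-labeled PTAP-motif peptide added (50 nM final); after 20 min binding at room temperature, polarization measured.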
S-ASM inh: inhibitors of human secretory acid sphingomyelinase; Potency, µM (top dose mostly 57.5 µM), for the others: at the highest dose activity change, negative = inhibition, actives largely listed as inhibitors; AID 504937; placental ASM, HMU-PC fluorogenic substrate, 60 min; 340,000 compounds, 0.006% hits; note: potency is the fitted concentration of half-maximal effect
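Fluorescence read-out (Ex 386 nm, Em 447 nm) after stopping the reaction at pH 10. Enzyme: ASM from human placenta; substrate HMU-PC0, 9 uM final; 60 min, 37 °C. Compound preincubation 10 min, ambient temperature.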
B2AR arrestin: recruits beta-arrestin to the human beta2-adrenergic receptor; P07550; beta-arrestin recruitment to beta2AR, cell-based reporter; Potency, µM (top dose mostly 46.1 µM), for inactives: at the top dose activation, usual class: activators; 330,000 compounds, 0.02% hits; AID 492947;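 note: potency is the fitted concentration of half-maximal effect; 0% = DMSO controls and full agonism = EC100 isoproterenol or metaproterenol; nearly all actives have a fitted effect of over 65% in size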
uPA surface inh: inhibitors of cell surface uPA generation | cell surface uPA generation assay, qHTS | Potency, µM (top dose mostly 38.3 µM), inactives show at the top dose activity change, negative = inhibition, actives largely listed as inhibitors | 330,000 compounds, 0.31% hits; active = well fitted inhibition curve with a large enough effect; inconclusive = small, poorly fitted or top-dose-only effect; inactive = no such curve, though single readings can be large or run the other way; tested in mouse RAW 264.7 cells; note: potency is the fitted concentration of half-maximal effect; % is set by controls: 0 for no effect and ±100 for the full control effect; nearly all actives have a fitted effect of over 55% in size
USP2a inh: inhibitors of human ubiquitin-specific protease USP2a; USP2 core, Ub-CHOP2 coupled fluorogenic reporter, 485/531; 330,000 compounds, 0.01% hits; O75604; Potency, µM (titrated, usually from 38.3 µM), inactives show at the top dose activity change, negative = inhibition, actives largely listed as inhibitors;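 note: potency is the fitted concentration of half-maximal effect; plate controls were DMSO wells for no effect and full inhibition by NEM control for full effect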
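USP2 core (10nM final) preincubated 30min RT with compound in 20mM Tris-HCl pH 8.0, 2mM CaCl2, 2mM beta-mercaptoethanol, 0.05% CHAPS; 25nM Ub-CHOP2 plus 25nM reporter substrate added, fluorescence (Ex485/Em531) read after 60min.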
TRPV1 agonist: activates the human vanilloid receptor TRPV1. TRPV1-expressing cells, Fluo-8 calcium influx, agonist mode. AID 540275. activation, % at 8.33 µM. 320,000 compounds, 0.19% hits; in the data active = activation above about 80%; inconclusive = between about 30% and that limit; note: 0% is about no effect
Target sequence (Q8NER1 whole entry, looked up): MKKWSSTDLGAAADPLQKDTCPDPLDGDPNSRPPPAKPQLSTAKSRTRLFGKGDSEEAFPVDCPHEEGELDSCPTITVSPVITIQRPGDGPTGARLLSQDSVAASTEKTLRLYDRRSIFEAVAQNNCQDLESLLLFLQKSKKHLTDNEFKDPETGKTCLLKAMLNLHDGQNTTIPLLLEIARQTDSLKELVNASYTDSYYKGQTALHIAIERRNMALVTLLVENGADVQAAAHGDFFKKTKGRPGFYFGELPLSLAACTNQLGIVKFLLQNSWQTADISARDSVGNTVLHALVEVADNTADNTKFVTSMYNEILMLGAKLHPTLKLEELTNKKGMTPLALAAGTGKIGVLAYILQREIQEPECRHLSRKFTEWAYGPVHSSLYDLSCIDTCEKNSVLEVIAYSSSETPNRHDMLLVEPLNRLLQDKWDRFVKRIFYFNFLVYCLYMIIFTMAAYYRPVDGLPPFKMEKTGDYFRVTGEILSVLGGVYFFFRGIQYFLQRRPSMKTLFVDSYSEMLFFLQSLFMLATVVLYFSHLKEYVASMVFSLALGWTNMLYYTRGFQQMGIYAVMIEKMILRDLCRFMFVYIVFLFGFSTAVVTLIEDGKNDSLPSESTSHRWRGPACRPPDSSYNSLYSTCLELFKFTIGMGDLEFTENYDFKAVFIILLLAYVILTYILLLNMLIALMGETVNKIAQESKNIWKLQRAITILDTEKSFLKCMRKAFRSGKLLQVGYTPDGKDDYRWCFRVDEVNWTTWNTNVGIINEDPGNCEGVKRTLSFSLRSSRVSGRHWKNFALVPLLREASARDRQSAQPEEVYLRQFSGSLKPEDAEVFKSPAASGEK
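Cells expressing TRPV1 were dye-loaded with Fluo-8 and read kinetically: 10 s baseline, 3 min after compound (agonist portion), then 2 min after EC20 capsaicin (allosteric enhancer portion). Calcium-bound dye fluorescence at 480/520 nm.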
a7 integrin act: integrin-mediated muscular dystrophy alleviation activation. 350,000 compounds, 0.064% hits. alpha7betagal myoblasts, beta-gal FDG fluorescence, 48 h. Potency, µM (series often up to 38.3 µM), inactives show at the highest dose activation, hits mostly activators;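 note: potency is the fitted concentration of half-maximal effect; 100% = response of the positive control SU9516; nearly all actives have a fitted effect of over 60% in size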
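alpha7betagal+/- myoblasts (passage 13, 250/well) treated 48 h at 37C with compounds at 1:260 dilution of DMSO stock. Lysed, then beta-galactosidase activity read as FDG fluorescence (ex 480/em 540) after 30 min, with pre-read for autofluorescence.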
Eya2 inh: blocks the phosphatase activity of human Eya2; O00167; recombinant Eya2, OMFP fluorescence dephosphorylation (OMFP is methylfluorescein phosphate); Potency, µM (doses to about 76.9 µM), for the others: at the highest dose activity, negative = inhibition, actives largely listed as inhibitors; 330,000 compounds, 0.006% hits; AID 488837; note: potency is the fitted concentration of half-maximal effect; % is set by controls: 0 for no effect and ±100 for the full control effect
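Eya2 (0.2 uM) preincubated 10 min at ambient with compound, then OMFP substrate added at 50 uM; 10 min reaction in 50 mM HEPES pH 7.5, 50 mM NaCl, 5 uM MgCl2, 0.05% BSA, 1 mM DTT. Fluorescence read at Ex 485/Em 525 nm.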
p53 reactivation: restores transcriptional activity of mutant p53. H1299 p53-A138V BP100-luciferase reporter, luminescence, 24 h. Potency, µM (top dose mostly 92.2 µM), without a hit: top-dose activity change, positive = activation, usual class: activators. 320,000 compounds, 0.063% hits; note: potency is the fitted concentration of half-maximal effect; % of control where 0% means no effect; nearly all actives have a fitted effect of over 45% in size
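p53-null H1299 cells stably carrying temperature-sensitive p53-A138V and a BP100-luciferase reporter were pinned with compounds (4-point, 1:5 series) and held 24 hrs at 37 deg C. Luminescence was read 10 min after detection reagent.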
ELG1 genotox: genotoxicity induction in ELG1-luciferase HEK293T cells. HEK293T ELG1-luciferase reporter, luminescence, 16 h. Potency, µM (titrated, usually from 46 µM), without a hit: top-dose activity change, positive = activation, hits mostly activators. 330,000 compounds, 1.3% hits; note: potency is the fitted concentration of half-maximal effect; % of control where 0% means no effect; nearly all actives have a fitted effect of over 60% in size
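After overnight (16 hr) compound treatment at 37 °C, ELG1-luciferase HEK293T cells were lysed with ONE-Glo; luminescence quantified 30 min later at room temperature.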
BRCA1 expr act: BRCA1 expression activation. 380,000 compounds, 1.1% hits. MCF7-BRCA1-FFLuc reporter, luminescence, 48 h; response scale: scaled: vehicle 0%, 10 µM genistein 100%. Potency, µM (highest dose often 46.1 µM), inactives show at the highest dose activation, hits mostly activators; note: potency is the fitted concentration of half-maximal effect; nearly all actives have a fitted effect of over 80% in size; some results filed as inactive show a strong effect at the top dose
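48 h compound treatment of MCF7-BRCA1-FFLuc cells (phenol-red free MEM, 37 °C), then 15 min with luciferase substrate and luminescence imaging.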
Numbers without * were called inactive; i = inactive; ? = inconclusive; nt = not tested or not shown; [ ] = dose if it differs, or a comment. Unless noted, calls come from the whole dose curve; as a rule, active = well fitted curve in the direction sought with a large enough effect; inconclusive = small, poorly fitted or top-dose-only effect, or another doubt; inactive = no such curve, though single readings can be large; an effect the other way counts as inactive or inconclusive. An unsorted share of the library. About 2.6% of those tested had a hit in this group.

SMILES	PTAP TSG101 blk	S-ASM inh	B2AR arrestin	uPA surface inh	USP2a inh	TRPV1 agonist	a7 integrin act	Eya2 inh	p53 reactivation	ELG1 genotox	BRCA1 expr act
CCN(CC)c1ccc(C(=O)OCc2cc(=O)oc3cc(O)ccc23)cc1	-0.8%	i	-0.5%	1.6%	3.5%	10.6	-41.4%	-3.2%	2.1%	-0.7%	-50.0%
CCNc1nc(NC(C)(C)C)nc(N2CCCC2)n1	-1.1%	0.4%	-1.1%	-6.3%	3.2%	0.6	-54.3%[inhibitor]	3.2%	0.7%	-5.8%	-25.1%
CSc1nc2sc3c(c2c(=O)n1C)CCC3	-8.1%	-1.7%	0.0%	-4.5%	5.2%	10.2	-26.4%	7.3%	nt	2.8%	-13.0%
N#CC(C#N)=C(N)/C(C#N)=C/c1cc(O)c(O)c(O)c1	37.3%[activator]	-11.6%	0.0%	?	1.8%	4.0	nt	16.3%	9.9%	-11.2%	12.1%
COc1ccc(-c2nc3ccccc3c(=O)n2NC(=S)N(C)C)cc1	-3.1%	-4.6%	-0.9%	10.6%	-0.6%	-0.8	-9.9%	2.1%	8.0%	6.3%	-0.2%
CCCCCCCCCCCC(=O)c1c(O)cccc1O	-10.9%	-1.4%	0.2%	1.1%	1.7%	-1.4	10.4%	-4.2%	4.0%	-0.1%	-13.2%
O=C(NC1CCCCC1)c1cccc2c1C(=O)c1ccc(N3CCCC3)cc1S2(=O)=O	?	-5.8%	-1.6%	-4.3%	5.3%	nt	24.9%	-3.2%	17.9%	-3.4%	0.0%
CCc1cc(-c2nc(N)ncc2-c2ccc(Br)cc2)c(O)cc1OC	-6.7%	-13.4%	-0.2%	0.5%	3.1%	14.2	-42.7%	4.4%	-11.2%	1.3%	-85.8%
CSc1ccc(C(=S)N2CCN(C(c3ccccc3)c3ccccc3)CC2)cc1	-4.0%	-1.4%	0.0%	1.0%	-1.2%	8.7	-15.0%	2.8%	-5.0%	-2.3%	5.3%[1.84 µM]
S=C(N/N=C1\CCc2ccccc21)NC1CCCCC1	-8.6%	-7.5%	-1.0%	?	-3.4%	8.8	-22.4%	-9.1%	?	?	0.9%
CC(=O)c1c(O)cc(O)cc1CC(=O)O	-20.0%	0.5%	-0.9%	8.7%	4.7%	0.1	17.7%	5.5%	0.5%	-0.1%	4.9%
CC1=CC(C)(C)N(C(=O)CSc2nncn2C)c2ccccc21	-5.9%	2.7%	0.1%	8.6%	1.3%	2.4	12.8%	3.0%	0.0%	-1.5%	8.3%
CC1CN(CC(=O)Nc2nc(-c3ccc(Cl)cc3)cs2)CC(C)O1 (stereo not drawn)	-0.5%	-3.1%	nt	-2.6%	nt	nt	-1.1%	nt	nt	nt	-45.7%
CC(=O)N(C)c1ccc(NC(=O)Nc2ccc(C)c(C)c2)cc1	0.1%	-0.2%	0.3%	-3.6%	-0.1%	4.0	-1.8%	7.1%	-3.2%	4.5%	80.3%
Cc1ccc(N(C(=O)CS(=O)CC(=O)Nc2ccc(F)cc2)C(C)C(=O)NC(C)(C)C)cc1 (stereo not drawn)	-6.3%	3.4%	-0.1%	-1.6%	-2.0%	-3.3	-8.1%	-0.3%	0.5%	3.2%	-4.2%

Three compounds from above, arranged by the value under USP2a inh, high to low:
| compound | PTAP TSG101 blk | S-ASM inh | B2AR arrestin | uPA surface inh | USP2a inh | TRPV1 agonist | a7 integrin act | Eya2 inh | p53 reactivation | BRCA1 expr act |
| --- | --- | --- | --- | --- | --- | --- | --- | --- | --- | --- |
| CCNc1nc(NC(C)(C)C)nc(N2CCCC2)n1 | -1.1% | 0.4% | -1.1% | -6.3% | 3.2% | 0.6 | -54.3%[inhibitor] | 3.2% | 0.7% | -25.1% |
| CCc1cc(-c2nc(N)ncc2-c2ccc(Br)cc2)c(O)cc1OC | -6.7% | -13.4% | -0.2% | 0.5% | 3.1% | 14.2 | -42.7% | 4.4% | -11.2% | -85.8% |
| N#CC(C#N)=C(N)/C(C#N)=C/c1cc(O)c(O)c(O)c1 | 37.3%[activator] | -11.6% | 0.0% | ? | 1.8% | 4.0 | nt | 16.3% | 9.9% | 12.1% |

Continued.
SMILES	PTAP TSG101 blk	S-ASM inh	B2AR arrestin	uPA surface inh	USP2a inh	TRPV1 agonist	a7 integrin act	Eya2 inh	p53 reactivation	ELG1 genotox	BRCA1 expr act
CCC(C(=O)N/N=C/c1cccnc1)c1ccccc1 (stereo not drawn)	-1.9%	3.1%	0.1%	3.5%	-2.3%	3.0	16.8%	6.1%	17.6%	4.1%	0.1%
COC(=O)c1ccc(CSC2=NC[C@@H]3[C@@H]4C(=O)N(C)C(=O)[C@@H]4[C@](C)(C(=O)OC)N23)cc1	-23.0%	4.2%	0.3%	3.1%	-1.6%	nt	1.6%	7.5%	-4.8%	4.3%	1.1%
Cc1ccccc1OCC(=O)OCC(=O)Nc1cc(S(=O)(=O)N2CCCCC2)ccc1Cl	0.4%	-4.4%	-0.1%	-6.2%	3.4%	1.6	2.9%	3.8%	-3.0%	-2.2%	-4.9%
COc1ccc(S(=O)(=O)N(C)C[C@H]2Oc3ccc(NS(=O)(=O)c4c(C)noc4C)cc3C(=O)N([C@H](C)CO)C[C@@H]2C)cc1	-4.7%	1.3%	-0.2%	8.6%	2.9%	nt	7.0%	-2.3%	-2.6%	0.7%	0.0%
COc1cccc(C(=O)COC(=O)c2cccs2)c1	1.6%	-1.2%	-0.8%	-0.5%	3.1%	-0.7	1.7%	0.1%	11.6%	?	?
CCn1c(C(C)NC(=O)c2ccccc2C)n[nH]c1=S (stereo not drawn)	-1.9%	1.0%	-0.1%	-5.8%	2.7%	0.7	-6.2%	0.3%	12.6%	-1.3%	-1.5%
CCN(C(=O)c1cc2c(s1)-c1ccccc1OC2)c1cc(OC)ccc1OC	-1.0%	1.5%	5.4%	-20.5%	-0.3%	12.8	5.2%	-3.7%	2.7%	-6.4%	-1.7%
CC(=O)Nc1ccc(S[C@@H](CCN2CC[C@H](O)CCC2=O)c2ccccc2)cc1	-3.3%	-0.2%	0.3%	4.6%	-0.3%	-1.0	13.3%	9.3%	4.7%	3.1%	8.1%
O=C(NCc1ccc(F)cc1)C(c1ccccc1)N(C(=O)c1csnn1)C1CC1 (stereo not drawn)	-2.3%	-0.3%	-0.2%	-1.3%	-0.3%	0.9	-4.7%	20.1%	-0.9%	-3.7%	-4.6%
COc1ccccc1NC(=O)C1C2C=CC3(CN(Cc4cccnc4)C(=O)C13)O2 (stereo not drawn)	-3.6%	3.2%	-0.4%	7.2%	3.3%	nt	9.0%	7.9%	5.9%	-2.2%	-3.7%
Cc1nn(Cc2ccc(Cl)cc2Cl)c(C)c1NC(=O)C1C2CCC(O2)C1C(=O)O (stereo not drawn)	-2.3%	2.1%	0.2%	-6.1%	3.4%	2.2	-16.7%	3.2%	5.8%	3.6%	-4.3%
CN(CC(=O)Nc1ccccc1Br)C(=O)CN1CCN(Cc2ccc(Cl)cc2)CC1	-1.5%	4.9%	-0.3%	-9.2%	0.6%	-0.2	-31.1%	3.2%	-3.6%	-0.5%	-28.6%
Cc1cc2occ(CC(=O)NC3=NCCS3)c2cc1C(C)C	-1.1%	5.2%	-0.2%	nt	-0.1%	22.6	3.6%	-12.4%	-10.6%	1.7%	-1.8%
C[C@H]1CN([C@@H](C)CO)C(=O)c2cc(NS(=O)(=O)c3ccc(F)cc3)ccc2O[C@H]1CN(C)S(=O)(=O)c1cn(C)cn1	0.3%	6.6%	0.1%	-1.3%	7.0%	nt	12.5%	-10.5%	1.7%	0.0%	7.4%
COc1ccc(CNS(=O)(=O)CCNC(=O)c2ccc3c(c2)OCO3)cc1	3.3%	6.1%	0.1%	-1.3%	0.6%	11.7	-17.3%	5.8%	8.9%	-2.0%	-7.7%
CN(CC(=O)N1CCN(c2ccccc2F)CC1)S(=O)(=O)c1cnc[nH]1	-10.5%	4.5%	-0.1%	2.4%	0.4%	-4.2	-3.8%	1.9%	-3.1%	-2.4%	9.4%
CC(C)c1ccc(/C=C/C(=O)NCCC2=CCCCC2)cc1	-0.9%	-1.9%	-0.2%	-0.9%	-1.2%	0.1	-17.0%	1.1%	1.6%	0.2%	17.1%
O=C(NC1CCCCC1)c1ccc2snnc2c1	-0.7%	-0.7%	-1.1%	-3.1%	-0.8%	?	17.5%	-16.6%	8.7%	4.5%	-7.9%
COc1ccc(C(CNC(=O)c2cc3c(s2)CCC(C)C3)N2CCOCC2)cc1 (stereo not drawn)	-5.1%	2.2%	0.0%	-4.8%	0.2%	12.1	1.2%	-9.4%	-4.4%	-2.4%	-28.6%
